Screens (PubChem)
LmPK inhibitor: inhibitors of Leishmania mexicana pyruvate kinase. purified LmPK, Kinase-Glo ATP luminescence, 1 h. Q27686. 290,000 tested, 0.37% active. Potency, µM (top dose mostly 57.5 µM), for the others: at the highest dose activity change, negative = inhibition, most hits filed as inhibitors; note: potency is the fitted concentration of half-maximal effect; % is set by controls: 0 for no effect and ±100 for the full control effect
Target sequence (Q27686 whole entry, looked up): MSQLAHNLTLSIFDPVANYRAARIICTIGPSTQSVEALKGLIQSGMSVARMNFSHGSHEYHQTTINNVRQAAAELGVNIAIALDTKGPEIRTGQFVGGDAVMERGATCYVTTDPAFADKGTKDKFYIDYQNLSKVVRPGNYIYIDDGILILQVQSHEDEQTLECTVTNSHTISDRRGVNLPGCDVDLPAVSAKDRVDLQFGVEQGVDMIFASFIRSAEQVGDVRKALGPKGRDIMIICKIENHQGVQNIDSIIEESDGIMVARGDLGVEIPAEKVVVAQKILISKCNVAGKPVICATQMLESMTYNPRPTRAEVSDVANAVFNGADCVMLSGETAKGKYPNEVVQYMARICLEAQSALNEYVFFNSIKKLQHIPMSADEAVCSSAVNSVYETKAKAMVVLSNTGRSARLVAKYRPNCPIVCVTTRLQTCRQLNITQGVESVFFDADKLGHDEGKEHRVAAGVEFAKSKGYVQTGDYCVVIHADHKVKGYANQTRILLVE
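Purified LmPK (0.1 nM) with 0.5 mM PEP and 0.1 mM ADP in imidazole buffer pH 7.2 with MgCl2/KCl, 1 h at room temperature. ATP formed was read by luciferase luminescence and normalized to no-enzyme and uninhibited controls.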
HCV inhibitor: blocks hepatitis C virus; Huh7.5.1 HCVcc-Cre infection, luciferase reporter, 44 h; Potency, µM (titrated, usually from 41.8 µM), for the others: at the highest dose activity change, negative = inhibition, actives largely listed as inhibitors; 340,000 tested, 3.4% active; AID 651820; note: potency is the fitted concentration of half-maximal effect; % is set by controls: 0 for no effect and ±100 for the full control effect
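A cell-based infection assay in which seeded cells (1,000 per well) receive test compound after 4 h, are inoculated with HCVcc-Cre at approximately 0.5 moi, and are incubated 44 h before luminescence detection.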
Shiga inhibitor: blocks Shiga toxin action in Vero cells. inhibition, % at 38.7 µM. 290,000 tested, 9.2% active. Vero cells, Shiga toxin protein synthesis inhibition reporter; in the data active = inhibition mostly above about 28%, no sharp cut-off; inactive = mostly below about 43%; note: 0% is about no effect
Pf growth 96h: P. falciparum growth inhibition at 96 hour, primary screen for plastid delayed-death inhibitors | P. falciparum luciferase reporter growth, 96 h | Potency, µM (doses to about 28.7 µM), inactives show top-dose activity change, negative = inhibition, most hits filed as inhibitors | 320,000 tested, 6.9% active | AID 504834; note: potency is the fitted concentration of half-maximal effect; % is set by controls: 0 for no effect and ±100 for the full control effect
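Delayed-death screen, second-generation endpoint: infected erythrocytes, 2% hematocrit, 0.05% parasitemia final; 96 hours at 37 C, 5% CO2; luciferase detection reagent; luminescence decrease equals reduced growth.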
TbPYK inhibitor: inhibitors of Trypanosoma brucei pyruvate kinase; Potency, µM (doses to about 76.8 µM), inactives show at the top dose activity, negative = inhibition, hits mostly inhibitors; 410,000 tested, 0.12% active; AID 624173; TbPYK enzyme, Kinase-Glo Plus ATP luminescence, 45 min; note: potency is the fitted concentration of half-maximal effect; % is set by controls: 0 for no effect and ±100 for the full control effect; nearly all actives have a fitted effect of over 50% in size
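In this concentration-response screen, enzyme-free wells defined baseline while DMSO plates tracked drift. Each reaction combined TbPYK, substrate, compound and 130 uM ADP for 45 min at room temperature. Kinase-Glo Plus luminescence gave the signal.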
CHX counter: affects cycloheximide protein synthesis inhibition readout, counter-screen; 300,000 tested, 12% active; max response, %; cell reporter, cycloheximide protein synthesis inhibition counterscreen; in the data active = max response mostly above about 13%, no sharp cut-off; inactive = mostly below about 14%; note: read at 38.3 µM for the half of the compounds with a filed dose; 0% is about no effect
Pf growth 48h: inhibits P. falciparum growth in the first generation, 48 h; P. falciparum luciferase growth in erythrocytes, 48 h; Potency, µM (doses to about 28.7 µM), without a hit: at the top dose activity change, negative = inhibition, most hits filed as inhibitors; AID 504832; 310,000 tested, 5.9% active; note: potency is the fitted concentration of half-maximal effect; % is set by controls: 0 for no effect and ±100 for the full control effect
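Cell-based growth assay: transgenic P. falciparum expressing firefly luciferase, cultured in red cells within RPMI 1640 containing 0.5% w/v Albumax, 24 mM bicarbonate and gentamycin. A drop in luciferase activity indicates inhibition.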
An asterisk follows results filed as active; & = joins results of further samples; [ ] = remark or other dose. Unless noted, calls come from the whole dose curve; as a rule, active = well fitted curve in the direction sought with a large enough effect; inconclusive = small, poorly fitted or top-dose-only effect, or another doubt; inactive = no such curve, though single readings can be large; an effect the other way counts as inactive or inconclusive.

What do the screens show for `C[n+]1c2n(c3ccccc31)N=C(c1ccccc1)CS2`?
LmPK inhibitor: 1%[11.5 µM]; HCV inhibitor: -17%&-28%; Shiga inhibitor: 31&-10; Pf growth 96h: inconclusive; TbPYK inhibitor: 2%&-6%; CHX counter: 2&-5; Pf growth 48h: 2.1µM*

How did O=C(O)c1c(Cl)c(Cl)c(Cl)c(Cl)c1C(=O)N1CCOCC1 do in these assays?
LmPK inhibitor: 0%; HCV inhibitor: 5%; Shiga inhibitor: -9; Pf growth 96h: 0%; TbPYK inhibitor: -9%; CHX counter: -1; Pf growth 48h: 10%

What do the screens show for `COc1cccc(C(=O)/C(C#N)=N/Nc2cccc(-c3ccnc(C)n3)c2)c1`?
LmPK inhibitor: 4%; HCV inhibitor: -2%; Shiga inhibitor: -9; Pf growth 96h: inconclusive; TbPYK inhibitor: 1%; CHX counter: -1; Pf growth 48h: inconclusive

What do the screens show for `CCN1CCN(C(c2ccccc2)c2sc3nc(C)nn3c2O)CC1` (configuration not stated)?
LmPK inhibitor: -1%; HCV inhibitor: 3%; Shiga inhibitor: 11; Pf growth 96h: 34%[activator]; TbPYK inhibitor: 7%; CHX counter: -3; Pf growth 48h: 8%

What do the screens show for `COc1cc2c(N3CCOCC3)cc(O)c(CC(=O)Nc3ccccc3)c2cc1OC`?
LmPK inhibitor: -4%; HCV inhibitor: inconclusive; Shiga inhibitor: -12; Pf growth 96h: -25%; TbPYK inhibitor: -3%; CHX counter: 0; Pf growth 48h: inconclusive

What do the screens show for `O=C1C2CCCN2C(=O)N1CCCCN1CCN(c2ccc(F)cc2)CC1` (configuration not stated)?
LmPK inhibitor: -5%; HCV inhibitor: 0%; Shiga inhibitor: 4; Pf growth 96h: 11%; TbPYK inhibitor: 4%; CHX counter: -1; Pf growth 48h: 1%

What do the screens show for `CCOC(=O)c1c(NC(=O)C(=O)N/N=C/c2ccc(O)c(OC)c2)sc2c1CCCCC2`?
LmPK inhibitor: 3%; HCV inhibitor: inconclusive; Shiga inhibitor: -9; Pf growth 96h: -16%; TbPYK inhibitor: -13%; CHX counter: -4; Pf growth 48h: -8%

Results for O=C(CCCCCN1C(=O)CCC1=O)Nc1ccc(Br)cc1F ?
LmPK inhibitor: 1%; HCV inhibitor: -2%; Shiga inhibitor: 18; Pf growth 96h: 1µM*; TbPYK inhibitor: 3%; CHX counter: -2; Pf growth 48h: 19%

Results for COC(=O)C1=C(N)OC2=C(C(=O)CC(C)(C)C2)C1c1ccccc1OCC#N (configuration not stated) ?
LmPK inhibitor: 0%; HCV inhibitor: 11%; Shiga inhibitor: -9; Pf growth 96h: inconclusive; TbPYK inhibitor: -1%; CHX counter: -6; Pf growth 48h: 15%

Results for CN(C)CC(=O)N1CCc2ccccc2C1 ?
LmPK inhibitor: 2%; HCV inhibitor: 3%; Shiga inhibitor: -3; Pf growth 96h: inconclusive; TbPYK inhibitor: 15%; CHX counter: -8; Pf growth 48h: 1%

How did Oc1ccc(NCc2ccccc2OCc2ccccc2F)cc1 do in these assays?
LmPK inhibitor: 1%; HCV inhibitor: -23%; Shiga inhibitor: 5; Pf growth 96h: inconclusive; TbPYK inhibitor: inconclusive; CHX counter: -2; Pf growth 48h: 10µM*

How did O=C(NCCc1nc2ccc(Cl)cc2[nH]1)C1CCC(=O)N(Cc2cccc(F)c2)C1 (configuration not stated) do in these assays?
LmPK inhibitor: -10%; HCV inhibitor: 9%; Shiga inhibitor: -18; Pf growth 96h: 64%[activator]; TbPYK inhibitor: -1%; CHX counter: -3; Pf growth 48h: -10%

What do the screens show for `COc1ccccc1NC(=O)NCCCl`?
LmPK inhibitor: -8%; HCV inhibitor: -1%; Shiga inhibitor: 10; Pf growth 96h: 58%[activator]; TbPYK inhibitor: -3%; CHX counter: -1; Pf growth 48h: -11%

What do the screens show for `Cc1ccnc(SCC(=O)O)n1`?
LmPK inhibitor: -4%; HCV inhibitor: 26%; Shiga inhibitor: 5; Pf growth 96h: -3%; TbPYK inhibitor: -4%; CHX counter: -4; Pf growth 48h: 10%

What do the screens show for `CCOCCCN(CCC#N)S(=O)(=O)c1ccc(S(=O)(=O)N2CCCC2)cc1`?
LmPK inhibitor: -6%; HCV inhibitor: 0%; Shiga inhibitor: -5; Pf growth 96h: 18%; TbPYK inhibitor: 1%; CHX counter: -3; Pf growth 48h: -6%

Results for O=C(CCS(=O)(=O)c1ccc(Br)cc1)NC1CCCC1 ?
LmPK inhibitor: -4%; HCV inhibitor: 6%; Shiga inhibitor: -11; Pf growth 96h: -3%; TbPYK inhibitor: 0%; CHX counter: -5

What do the screens show for `CCN(CC)CCNS(=O)(=O)c1ccc2[nH]cc(C(=O)O)c(=O)c2c1`?
LmPK inhibitor: 10%; HCV inhibitor: inconclusive; Shiga inhibitor: -5; Pf growth 96h: 16%; TbPYK inhibitor: -3%; CHX counter: -1; Pf growth 48h: 12%

Results for COc1ccc(S(=O)(=O)N2CCN(Cc3cccc(OC)c3)CC2)cc1 ?
LmPK inhibitor: 2%; HCV inhibitor: 5%; Shiga inhibitor: -11; Pf growth 96h: inconclusive; TbPYK inhibitor: -8%; CHX counter: -3; Pf growth 48h: 15%

Results for CN(Cc1ccccc1)c1nc2c(c(=O)[nH]c(=O)n2C)n1CCOc1ccccc1 ?
LmPK inhibitor: 7%; HCV inhibitor: inconclusive; Shiga inhibitor: -10; Pf growth 96h: inconclusive; TbPYK inhibitor: 5%; CHX counter: -3; Pf growth 48h: 9.3µM*

Results for Nc1nc(NC(=O)Cc2ccccc2)nn1-c1ccccc1 ?
LmPK inhibitor: -8%; HCV inhibitor: 8%; Shiga inhibitor: 27; Pf growth 96h: 32%[activator]; TbPYK inhibitor: 3%; CHX counter: -4; Pf growth 48h: 16%

What do the screens show for `Cc1n[nH]c(C)c1CCC(=O)N/N=C/c1c[nH]c2ccccc12`?
LmPK inhibitor: 3%; HCV inhibitor: 4%; Shiga inhibitor: 30; Pf growth 96h: 8%; TbPYK inhibitor: 1%; CHX counter: 2; Pf growth 48h: 37%[activator]

How did O=C(O)c1cccc(NC(=O)c2ccc3c(c2)C(=O)N(CC2CCCO2)C3=O)c1 (configuration not stated) do in these assays?
LmPK inhibitor: -11%; HCV inhibitor: 2%; Shiga inhibitor: -4; Pf growth 96h: 5%; CHX counter: 1

How did COc1ccc(/C=C2\CCc3ccccc3C2=O)cc1Cn1cccn1 do in these assays?
LmPK inhibitor: -4%; HCV inhibitor: inconclusive; Shiga inhibitor: 69*; Pf growth 96h: 0%; TbPYK inhibitor: -2%; CHX counter: 41*

What do the screens show for `Cc1ccc(C(=O)Nc2ccc(Cl)cn2)cc1`?
LmPK inhibitor: -26%; HCV inhibitor: inconclusive; Shiga inhibitor: 55*; Pf growth 96h: 8%; TbPYK inhibitor: 2%; CHX counter: 34*; Pf growth 48h: 164%[activator]

What do the screens show for `Cc1cc(C)c(C(=O)CN2C(=O)NC3(CCCCCC3)C2=O)cc1C`?
LmPK inhibitor: -1%; HCV inhibitor: -3%; Shiga inhibitor: 41*; Pf growth 96h: 62%[activator]; TbPYK inhibitor: 3%; CHX counter: 53*; Pf growth 48h: 6%

What do the screens show for `CSCCC(NC(=O)c1ccc([N+](=O)[O-])cc1Cl)C(=O)OCC(=O)N1CCN(C(C)=O)CC1` (configuration not stated)?
HCV inhibitor: 4%; Pf growth 96h: 3%; TbPYK inhibitor: -1%; Pf growth 48h: 3%

What do the screens show for `Cn1c(N)c(C#N)c2c(c1=S)CSC(C)(C)C2`?
LmPK inhibitor: 4%; HCV inhibitor: -14%; Shiga inhibitor: -15; Pf growth 96h: -6%; TbPYK inhibitor: -21%; CHX counter: -3; Pf growth 48h: -10%

Results for CCOC(=O)Cn1c(=O)oc2ccc(C)cc21 ?
LmPK inhibitor: 4%; HCV inhibitor: 4%; Shiga inhibitor: -12; Pf growth 96h: inconclusive; TbPYK inhibitor: 9%; CHX counter: -5; Pf growth 48h: 45%[activator]

Results for CCOC(=O)N1CCN(C(=O)c2ccc3c(=O)n(CCc4ccc(OC)c(OC)c4)c(=O)[nH]c3c2)CC1 ?
LmPK inhibitor: 3%; HCV inhibitor: -6%; Shiga inhibitor: -4; Pf growth 96h: 2.6µM*; TbPYK inhibitor: -2%; CHX counter: 3; Pf growth 48h: inconclusive

How did COc1ccccc1-c1nn(Cc2ccccc2)cc1C(=O)NCC(c1ccco1)N1CCCC1 (configuration not stated) do in these assays?
HCV inhibitor: 11%; Pf growth 96h: -35%; TbPYK inhibitor: -3%; Pf growth 48h: inconclusive

What do the screens show for `O=C(Nc1ccc(Cl)cc1F)c1cc(S(=O)(=O)N2CCCCC2)ccc1F`?
LmPK inhibitor: -1%; HCV inhibitor: inconclusive; Shiga inhibitor: -9; Pf growth 96h: -18%; TbPYK inhibitor: -4%; CHX counter: -3; Pf growth 48h: 0%

Results for O=C(COc1ccc(S(=O)(=O)NC2CCCCC2)cc1Cl)NCc1ccc2c(c1)OCO2 ?
LmPK inhibitor: 8%; HCV inhibitor: inconclusive; Shiga inhibitor: 2; TbPYK inhibitor: 3%; CHX counter: -5; Pf growth 48h: -8%

How did CN1C(=O)N(CC(=O)Nc2sccc2C(N)=O)C(=O)C12CCCCC2 do in these assays?
HCV inhibitor: -8%; Pf growth 96h: inconclusive; TbPYK inhibitor: -2%; Pf growth 48h: -7%

Results for CC(NC(=O)c1ccccc1Br)c1nnc(SCC(=O)NC2CCCCC2)n1C (configuration not stated) ?
LmPK inhibitor: -1%; HCV inhibitor: -1%; Shiga inhibitor: -3; Pf growth 96h: -34%; TbPYK inhibitor: -5%; CHX counter: -4; Pf growth 48h: 7%

Results for NS(=O)(=O)c1ccc(CCNc2nc(CN3CCCCC3)nc3sc4c(c23)CCC4)cc1 ?
LmPK inhibitor: -1%; HCV inhibitor: inconclusive; Shiga inhibitor: -3; Pf growth 96h: 6.6µM*; TbPYK inhibitor: 0%; CHX counter: -7; Pf growth 48h: 12µM*

What do the screens show for `Cc1ccccc1C1c2[nH]c3ccccc3c2C[C@H]2C(=O)N(c3ccccc3C(=O)NCCCN3CCOCC3)C(=O)N12` (some centres not stated)?
LmPK inhibitor: -8%; HCV inhibitor: 1.1µM*; Shiga inhibitor: -1; Pf growth 96h: 12µM*; TbPYK inhibitor: -6%; CHX counter: -2; Pf growth 48h: inconclusive
